ERp5 block: inhibitors of human ERp5 | ERp5 insulin aggregation, absorbance 650 nm, 90 min | inhibition, % at 9.99 µM | 350,000 tested, 0.05% active | AID 651711;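 active = mean replicate inhibition above about 25%, with every replicate also reaching it, limit read from the data, passing the limit was not always enough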
Target sequence (Q15084 whole entry, looked up): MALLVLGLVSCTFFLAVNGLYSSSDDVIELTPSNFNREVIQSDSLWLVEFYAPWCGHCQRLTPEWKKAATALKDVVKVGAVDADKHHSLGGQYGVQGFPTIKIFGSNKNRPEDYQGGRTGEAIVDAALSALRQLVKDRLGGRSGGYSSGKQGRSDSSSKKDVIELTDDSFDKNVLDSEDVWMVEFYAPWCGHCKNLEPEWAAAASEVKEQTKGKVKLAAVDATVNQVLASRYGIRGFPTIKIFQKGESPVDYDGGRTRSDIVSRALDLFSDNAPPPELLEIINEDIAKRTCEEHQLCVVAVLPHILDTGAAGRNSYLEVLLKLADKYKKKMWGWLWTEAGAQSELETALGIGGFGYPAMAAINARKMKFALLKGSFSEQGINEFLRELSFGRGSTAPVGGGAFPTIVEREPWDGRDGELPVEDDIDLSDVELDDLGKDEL
The depositor's hits bear a star. A portion of the library; rates above refer to the full screens.

| ERp5 block | structure |
| --- | --- |
| 5 | Cc1cc2nc(-c3ccc(F)cc3)c(Cc3cccc(Cl)c3)n2c(C)c1Br |
| 0 | CC(C)[C@H](NC(=O)[C@@H](N)Cc1ccccc1)C(=O)N1CCC2CCN(Cc3ccccc3)CC21 (stereo partly drawn) |
| 1 | Cc1ccc2nc3n(c(=O)c2c1)-c1ccc(Cl)cc1C(=O)NC3Cc1ccccc1 (stereo not drawn) |
| -3 | O=C(/C=C(\Nc1cc(Cl)c(F)c(Cl)c1)c1ccccc1)c1ccccc1 |
| -2 | COc1ccc2c3c([nH]c2c1)[C@@H](CO)N(C)CC31CN(C(=O)NC(C)C)C1 |
| 2 | COCC(=O)N1CC2(CCN(C(C)=O)CC2)c2c([nH]c3cc(OC)ccc23)[C@@H]1CO |
| 3 | COC(=O)[C@@]1(Cc2ccc(F)cc2)[C@H]2c3cc(C(=O)N(C)C)n(Cc4ccccn4)c3C[C@H]2CN1C(=O)c1ccccc1 |
| 3 | Cc1ccc(Oc2cccc3c2S(=O)(=O)N([C@H](C)c2ccccc2)C[C@@H](COCc2ccccc2)O3)cc1 |
| 5 | CC(=O)N1CCC(C(=O)N2c3ccccc3N=C(c3ccc4c(c3)OCO4)C2C(=O)NCc2ccccc2)CC1 (stereo not drawn) |
| 4 | Cc1cccc(C=NNc2cc(C)c3cccc(C)c3n2)n1 |
| 1 | CS(=O)(=O)Nc1ccc(F)cc1 |
| 2 | COC(=O)C1=C(C)N(Cc2cccc(C(F)(F)F)c2)C(=NCc2ccc3c(c2)OCO3)NC1c1cccc(Cl)c1 (stereo not drawn) |
| 0 | COC(=O)C1(C(=O)OC)C[C@H](c2cccs2)N(Cc2ccccc2OC)[C@@H]1c1ccc(F)cc1 |
| -7 | CCOc1cc(OCC)cc(C(=O)N2CCC[C@@H]2C(=O)N2CCC[C@@H]2C(=O)NCc2cccc(OC)c2)c1 |
| 4 | CS(=O)(=O)Nc1ccc(Br)cc1 |
| 5 | CCS(=O)(=O)N1CC2(C1)CN(S(=O)(=O)c1ccc(C)cc1)[C@@H](CO)c1[nH]c3cc(OC)ccc3c12 |
| 5 | COC(=O)C1=C(C)N(Cc2cccc(C(F)(F)F)c2)C(=NCC2CC2)NC1c1cccc(Cl)c1 (stereo not drawn) |
| -10 | N#Cc1ccc(S(=O)(=O)NCC2CCN(C(=O)C(=O)c3cc4ccccc4o3)CC2)cc1 |
| -3 | CCC(=O)N1CC2(C1)[C@H](c1ccc(-c3cccc(F)c3)cc1)[C@H](CO)N2CC1CC1 |
| 2 | COC(=O)c1cc2c(c3c4cc(F)ccc4n(S(=O)(=O)c4cccc(C)c4)c13)C(=O)N(c1ccc(OC)cc1)C2 |
| -1 | CC(=O)C1=C(C)NC(=S)NC1c1ccc(F)cc1 (stereo not drawn) |
| -6 | CCCCOCCCNC(=O)C[C@H]1C[C@@]2(C(=O)OC)C(=C[C@H](C(C)C)O[C@@H]2C2CC2)N(Cc2ccccc2)C1=O |
| -1 | CC(=O)OCC(COC(C)=O)(CN1C(=O)c2ccccc2C1=O)CN1C(=O)c2ccccc2C1=O |
| 0 | Nc1[nH]c(C(=O)c2ccccc2)c(-c2ccccc2C(F)(F)F)c1C(=O)NCc1ccc(F)cc1 |
| 3 | COc1ccc(NC(=O)N(C)C[C@H]2Oc3ccc(NC(=O)CCCCCC(=O)Nc4ccccc4N)cc3C(=O)N([C@@H](C)CO)C[C@H]2C)cc1 |

Reprinted at random: seven compounds from above.
| ERp5 block | structure |
| --- | --- |
| 4 | CS(=O)(=O)Nc1ccc(Br)cc1 |
| 3 | COC(=O)[C@@]1(Cc2ccc(F)cc2)[C@H]2c3cc(C(=O)N(C)C)n(Cc4ccccn4)c3C[C@H]2CN1C(=O)c1ccccc1 |
| 4 | Cc1cccc(C=NNc2cc(C)c3cccc(C)c3n2)n1 |
| -3 | O=C(/C=C(\Nc1cc(Cl)c(F)c(Cl)c1)c1ccccc1)c1ccccc1 |
| 5 | CCS(=O)(=O)N1CC2(C1)CN(S(=O)(=O)c1ccc(C)cc1)[C@@H](CO)c1[nH]c3cc(OC)ccc3c12 |
| -7 | CCOc1cc(OCC)cc(C(=O)N2CCC[C@@H]2C(=O)N2CCC[C@@H]2C(=O)NCc2cccc(OC)c2)c1 |
| 2 | COCC(=O)N1CC2(CCN(C(C)=O)CC2)c2c([nH]c3cc(OC)ccc23)[C@@H]1CO |

The list goes on.
| ERp5 block | structure |
| --- | --- |
| -2 | CCOC(=O)C1CC(c2ccccc2)=NN1c1ccccc1 (stereo not drawn) |
| -3 | C[C@H](CO)N1C[C@H](C)[C@H](CN(C)S(=O)(=O)c2ccc(F)cc2)Oc2ccc(NC(=O)CCCCCC(=O)Nc3ccccc3N)cc2C1=O |
| -7 | CCCCCCN(C(=O)CCCCCN1C(=O)NC(c2ccc(-c3ccccc3)cc2)C(C(=O)OCc2ccccc2)=C1C)C(C(=O)NCCCC)c1cccc(C(=O)OC)c1 (stereo not drawn) |
| -1 | O=C(Cn1nnc(N2CCOCC2)n1)NN=Cc1ccccc1Cl |
| 0 | COc1cc(CC(=O)N2c3ccccc3N=C(c3ccccc3)C2C(=O)NCc2ccccc2)cc(OC)c1 (stereo not drawn) |
| 1 | COC(=O)Cc1nnn2c1[C@H](C)[C@H](c1cccc(OC)c1OC)OCC2 |
| 0 | CSc1cnn(CCC#N)c(=O)n1 |
| -2 | COC(=O)c1c(-c2ccc(OC)cc2)c2c(c3c4cc(OC)ccc4n(S(=O)(=O)c4ccc(C)cc4)c13)C(=O)N(C)C2 |
| 10 | CCCCCCCCN1C(=O)[C@@H](CC(=O)NCCc2ccccc2OC)C[C@@]2(C(=O)OC)C1=C[C@H](C1CCCC1)O[C@@H]2C |
| 1 | C=CCN1C(=O)N/C(=C/c2ccc(N3CCOCC3)o2)C1=O |
| 0 | COC(=O)c1cccc(-n2c(C)cc(O)cc2=O)c1 |
| 0 | COc1cccc(-c2nc3nc(C)cc(C)n3c2Nc2c(C)cccc2C)c1 |
| -9 | O=C1c2ccccc2S(=O)(=O)c2cc(N3CCC4(CC3)OCCO4)ccc21 |
| 3 | CCOC(=O)C1CCC(=O)N1Cc1c[nH]c2ccccc12 (stereo not drawn) |
| 4 | C=CC[C@]12C[C@@]3(O[C@H](c4ccccn4)N=C3C[C@H](c3ccc(OC)cc3)[C@H]1C)N(C1CCN(Cc3ccccc3)CC1)C2=O |
| -2 | O=C1CCCCc2cc(O)c(O)cc21 |
| 2 | CN1CCCCC(NC(=O)c2ccc(F)cc2)C1=O (stereo not drawn) |
| 1 | C[C@@H]1CN([C@@H](C)CO)C(=O)Cc2cc(NC(=O)Nc3ccc4c(c3)OCO4)ccc2O[C@@H]1CN(C)Cc1ccc(C(=O)Nc2ccccc2N)cc1 |
| 0 | N#C[C@H]1[C@@H](c2ccccc2C2=CCCCC2)[C@H](CO)N1S(=O)(=O)c1ccccc1 |
| -10 | COC(=O)[C@]12C[C@H](CC(=O)N3CCN(C(=O)C4CC4)CC3)C(=O)N(Cc3ccc4c(c3)OCO4)C1=C[C@H](COCc1ccccc1)O[C@@H]2C |
| -2 | COC(=O)[C@]12C[C@H](CC(=O)NCc3cccs3)C(=O)N(Cc3ccc4c(c3)OCO4)C1=C[C@H](COCc1ccccc1)O[C@@H]2C |
| -3 | Cc1cccc(C)c1NC(=O)C1C(c2ccc3c(c2)OCO3)=Nc2ccccc2N1C(=O)c1cccc(C(F)(F)F)c1 (stereo not drawn) |
| -7 | Cc1ccccc1SC1CCN(Cc2nc(C3CC3)no2)CC1 |
| 1 | O=C(NCc1ccccc1)[C@H]1CCCN1C(=O)[C@H]1CCCN1C(=O)c1cccc(F)c1 |
| 0 | COc1ccc2c3c([nH]c2c1)[C@@H](CO)N(C(=O)CN(C)C)CC31CN(C(=O)c2ccncc2)C1 |
| 3 | COCCn1c(C(=O)N2CCCC2)cc2c1C[C@H]1CN(C(=O)c3ccccc3)[C@@](Cc3ccc(F)cc3)(C(=O)OC)[C@@H]21 |
| 1 | CC(=O)C[C@@H]1OC[C@H](CO)N1S(=O)(=O)c1ccc(C)cc1 |
| 1 | O=C(Nc1ccc2ccccc2c1)C(c1ccccc1F)n1c(=O)c(-c2cc3ccccc3[nH]2)nc2ccccc21 (stereo not drawn) |
| 3 | O=C1c2[nH]nc(-c3ccccc3)c2C(c2ccc(F)cc2)N1Cc1ccccc1 (stereo not drawn) |
| 6 | COC(=O)[C@]12C[C@H](CC(=O)NCCCCc3ccccc3)C(=O)N(CCC3=CCCCC3)C1=C[C@H](COCc1ccccc1)O[C@@H]2C |
| 6 | OCCC(N1CCOCC1)C(O)(c1ccccc1)c1ccccc1 (stereo not drawn) |
| -2 | CC1(c2nnnn2-c2ccc3c(c2)OCCO3)CCC(=O)N1CCc1ccc(O)cc1 (stereo not drawn) |
| 4 | COCCN1C(=O)[C@H]2C[C@@]13O[C@H](c1ccc(C(F)(F)F)cc1)N=C3C[C@H](c1ccccc1)[C@H]2C |
| 0 | COC(=O)[C@]12C[C@H](CC(=O)NCc3ccc(C)o3)C(=O)N(Cc3ccccc3)C1=C[C@H](C(C)C)O[C@@H]2C1CC1 |
| -4 | CC(C)(C)[S@](=O)N1Cc2cc(C(=O)NCCc3ccncc3)nc(-c3cccc(-c4ccccc4)c3)c2[C@@H]1CCO |
| 0 | CCCCCN(C(=O)CCc1cn(CCCCC)c2ccccc12)c1ccc(Oc2cccnc2)cc1 |
| 2 | Cc1ccccc1S(=O)(=O)N1C(c2ccc(Cl)c(Cl)c2)CC=C(C(=O)O)C1c1cccc(Br)c1 (stereo not drawn) |
| -5 | CCOC(=O)N1CCN(C(=O)C[C@H]2C[C@@]3(C(=O)OC)C(=C[C@H](C(C)(C)C)O[C@@H]3C)N(CCC3=CCCCC3)C2=O)CC1 |
| 1 | Cc1cc2c(nc1C)CCCN2S(=O)(=O)c1ccc(C(F)(F)F)cc1 |
| 0 | COC(=O)[C@]12C[C@H](CC(=O)NCCCN3CCCC3=O)C(=O)N(Cc3ccccc3)C1=C[C@H](C(C)C)O[C@@H]2C1CC1 |
| 4 | COc1ccc2c3c(n(C)c2c1)[C@@H](CO)N(Cc1ccccc1)CC31CCN(C(=O)C2CC2)CC1 |
| 1 | CCCCN1C(=O)C(CC(=O)NCC2CCCCC2)CC(C(=O)N2CCCCCC2)=C1C (stereo not drawn) |
| 6 | CCC(=O)N1CC2(C1)CN(S(=O)(=O)c1ccccc1)[C@@H](CO)c1[nH]c3cc(OC)ccc3c12 |
| -1 | Cc1noc(C)c1NC(=O)Nc1cccc2c1O[C@@H](CN(C)Cc1ccc(C(=O)Nc3ccccc3N)cc1)[C@H](C)CN([C@@H](C)CO)C2=O |
| -1 | COC(=O)[C@@]1(Cc2ccc(F)cc2)[C@H]2C(CC(=O)C(=O)N3CCCC3)C(=O)C[C@H]2CN1C(=O)c1ccccc1 (stereo partly drawn) |
| -3 | CN1CCCCC(NC(=O)CSc2ccccc2)C1=O (stereo not drawn) |
| 0 | O=C(Nc1ccc([N+](=O)[O-])cc1)OC1CCS(=O)(=O)C1 (stereo not drawn) |
| 0 | Cc1cc(C)n2c(NC3CCCC3)c(-c3cc4ccccc4o3)nc2n1 |
| 0 | COc1ccc2c3c([nH]c2c1)[C@H](CO)N(Cc1ccncc1)CC31CN(S(C)(=O)=O)C1 |
| -1 | C[C@H](CO)N1C[C@H](C)[C@@H](CN(C)S(C)(=O)=O)Oc2ccc(NC(=O)CCCCCC(=O)Nc3ccccc3N)cc2C1=O |

3 compounds out of the list above, arranged by the number in ERp5 block, falling.
structure	ERp5 block
OCCC(N1CCOCC1)C(O)(c1ccccc1)c1ccccc1 (stereo not drawn)	6
O=C1c2[nH]nc(-c3ccccc3)c2C(c2ccc(F)cc2)N1Cc1ccccc1 (stereo not drawn)	3
COC(=O)[C@]12C[C@H](CC(=O)NCc3ccc(C)o3)C(=O)N(Cc3ccccc3)C1=C[C@H](C(C)C)O[C@@H]2C1CC1	0

Taken from above, 2 compounds:
| ERp5 block | structure |
| --- | --- |
| 5 | Cc1cc2nc(-c3ccc(F)cc3)c(Cc3cccc(Cl)c3)n2c(C)c1Br |
| 0 | CC(C)[C@H](NC(=O)[C@@H](N)Cc1ccccc1)C(=O)N1CCC2CCN(Cc3ccccc3)CC21 (stereo partly drawn) |

Remaining list, next part
| ERp5 block | structure |
| --- | --- |
| -1 | COc1ccc(C(C(=O)NC(C)(C)C)n2c(=O)c(-c3cc4ccccc4[nH]3)nc3ccccc32)cc1 (stereo not drawn) |
| 10 | CCCCNC(=S)N(C)/N=C/c1ccc(OCC(=O)Nc2ccc(OC)cc2)c(OC)c1 |
| 2 | CCCCN1C(=O)C(CC(=O)NCc2ccco2)CC(C(=O)N2CCCCCC2)=C1C (stereo not drawn) |
| -4 | COc1ccc2c3c(n(C)c2c1)[C@@H](CO)N(S(C)(=O)=O)CC31CCN(C(=O)C2CC2)CC1 |
| 1 | COC(=O)Cc1nnn2c1CC(OC)c1ccccc1-2 (stereo not drawn) |
| 1 | O=C(NCc1ccccc1)C(c1ccccc1)n1c(-c2ccncc2)nc2ccccc21 (stereo not drawn) |
| -1 | O=C(O)C1=CCC(c2ccc(Cl)c(Cl)c2)N(S(=O)(=O)c2ccc(F)cc2)C1c1cccc(F)c1 (stereo not drawn) |
| 1 | O=C(NCc1ccccc1)C(CCc1ccccc1)n1c(=O)c(-c2cc3ccccc3[nH]2)nc2ccccc21 (stereo not drawn) |
| 3 | CCCCCCCCN1C(=O)[C@@H](CC(=O)N2CCCC2)C[C@@]2(C(=O)OC)C1=C[C@H](C1CCCC1)O[C@@H]2C |
| -2 | CCOC(=O)CC1(C)N(S(=O)(=O)c2ccc(C)cc2)c2ccccc2N1S(=O)(=O)c1ccc(C)cc1 |
| -8 | COC(=O)[C@]12C[C@H](CC(=O)N3CCN(C(=O)C4CC4)CC3)C(=O)N(CCC3=CCCCC3)C1=C[C@H](COCc1ccccc1)O[C@@H]2C |
| 6 | COc1ccc2c3c(n(C)c2c1)[C@@H](CO)N(C(=O)C1CCCCC1)CC31CCN(C(=O)c2ccncc2)CC1 |
| 0 | CCC(C)CN1C(=O)CSCC1(C)C(=O)NC(C)C (stereo not drawn) |
| -9 | COC(=O)[C@]12C[C@H](CC(=O)NCCCCc3ccccc3)C(=O)N(Cc3ccc4c(c3)OCO4)C1=C[C@H](C(C)(C)C)O[C@@H]2C |
| -3 | CCCCNC(=O)C[C@@H]1C[C@@]2(C(=O)OCC)CCC=C2N(Cc2ccc(Cl)cc2Cl)C1=O |

Screening results (PubChem BioAssay)
